Cneo AK release: causes C. neoformans cell lysis; hit rate 0.2% among 360,000; adenylate kinase release luminescence, 4 h; normalised: neutral wells 0, clomiphene wells 100; lysis activity, % at 15 µM;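 active = mean lysis activity across replicates of at least 80%, whatever share of replicates individually reach that level; inactive = mean lysis activity below 80%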
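Test system: log-phase Cryptococcus neoformans yeast cells. Input: 5 × 10^6 yeast cells/mL. Medium: fresh YPD growth medium. Doses: single dose. Incubation: static 4 h at 37 °C with compound, 1 h detection. Measured by: luminescent adenylate kinase detection reagent. Read-out: signal increase indicating cell lysis. Benchmarks: Clomiphene.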
C2C12 statin: suppressors of simvastatin-induced myotoxicity in C2C12 myotubes; ATP luminescence, 48 h; scaled: DMSO 0, geranylgeraniol control 100; rescue of ATP level, % at 7.49 µM; hit rate 0.78% among 330,000;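 active = mean ATP rescue above about 67%, or every replicate alone reaching that limit, limit read from the data, passing the limit was not always enough; inconclusive = no clear call, values can overlap the other calls; inactive = mean under the limit and some replicate under it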;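 also: myotubes were challenged with 10 µM simvastatin during compound exposure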
SIRT5 inh: inhibitors of human sirtuin-5 desuccinylase; Q9NXA8; Purified SirT5, succinyl-peptide AMC, trypsin-coupled fluorescence; hit rate 1.1% among 330,000; inhibition, % at 15 µM; in the data active = inhibition above about 15%; inconclusive = no clear call, values can overlap the other calls
Target sequence (Q9NXA8 whole entry, looked up): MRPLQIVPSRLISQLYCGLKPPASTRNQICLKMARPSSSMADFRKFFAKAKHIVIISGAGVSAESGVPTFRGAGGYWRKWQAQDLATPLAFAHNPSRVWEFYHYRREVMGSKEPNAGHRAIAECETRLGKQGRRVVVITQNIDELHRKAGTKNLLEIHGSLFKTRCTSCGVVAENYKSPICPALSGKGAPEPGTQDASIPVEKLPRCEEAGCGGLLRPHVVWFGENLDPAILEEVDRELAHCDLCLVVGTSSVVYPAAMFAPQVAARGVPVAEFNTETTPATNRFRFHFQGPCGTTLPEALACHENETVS
ARNT-TACC3 inh: ARNT/TACC3 interaction disruption; inhibition, % at 9.99 µM; AlphaScreen His-ARNT PAS-B/GST-TACC3 binding, luminescence; TACC3 fragment carries E629A point mutation; Q9Y6A5; hit rate 0.66% among 390,000;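 active = mean inhibition of replicates at least 50% and at least half of replicates each reaching 50%; inconclusive = half or more replicates reach 50% but mean below 50%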;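 also: 0% = complete ARNT plus TACC3 wells and 100% = ARNT alone without TACC3; many hits fall short of the cut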
miR-122 sensor: inhibitors of miR-122 in Huh7 cells; Huh7 miR-122 Renilla luciferase sensor, 48 h; neutral wells = 0, positive control = 100; activation (reporter increase), % at 12.5 µM; hit rate 0.3% among 340,000;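 active = mean replicate activation score at least 90 and every replicate individually at or above 90; inconclusive = only one of the two criteria met; inactive = neither criterion met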;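 also: higher luciferase means less miR-122 activity so hits act as miR-122 inhibitors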
esBAF inh: SWI/SNF esBAF complex inhibition; AID 602393; mouse ES cells, Bmi1-luciferase knock-in reporter, 24 h; 100% = twice the neutral-well signal; reporter increase, % at 12.5 µM; hit rate 2% among 350,000; in the data active = activation above about 40%; inconclusive = no clear call, values can overlap the other calls;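 also: 0% = median of the plate's neutral control wells and 100% = double that signal; a rise in the Bmi1 reporter signal indicates esBAF inhibition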
ERp5 block: blocks human ERp5 reductase activity on insulin. ERp5 insulin aggregation, absorbance 650 nm, 90 min. inhibition, % at 9.99 µM. hit rate 0.05% among 350,000;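 active = mean replicate inhibition above about 25%, with every replicate also reaching it, limit read from the data, passing the limit was not always enough; inconclusive = only one of those two criteria met; inactive = neither criterion met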
Target sequence (Q15084 whole entry, looked up): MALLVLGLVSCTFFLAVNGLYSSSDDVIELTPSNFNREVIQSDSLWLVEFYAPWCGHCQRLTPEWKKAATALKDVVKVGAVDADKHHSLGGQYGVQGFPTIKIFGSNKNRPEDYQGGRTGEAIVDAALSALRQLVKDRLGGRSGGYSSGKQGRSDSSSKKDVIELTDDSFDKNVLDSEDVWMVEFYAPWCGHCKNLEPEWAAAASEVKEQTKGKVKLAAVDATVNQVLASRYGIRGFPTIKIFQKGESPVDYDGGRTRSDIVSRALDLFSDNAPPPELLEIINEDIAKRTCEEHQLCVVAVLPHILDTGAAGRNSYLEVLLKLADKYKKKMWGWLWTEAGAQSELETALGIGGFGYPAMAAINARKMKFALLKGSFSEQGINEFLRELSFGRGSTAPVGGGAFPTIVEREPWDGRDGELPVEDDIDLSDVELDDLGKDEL
* = called active by the depositor; ? = inconclusive; nt = not tested or not shown; [ ] = another dose, or the depositor's remark.

Preview:
compound	Cneo AK release	C2C12 statin	SIRT5 inh	ARNT-TACC3 inh	miR-122 sensor	esBAF inh	ERp5 block
Cn1cnc2c1c(=O)n(Cc1ccccc1C#N)c(=O)n2C	-3	-12	7	-6	0	-7	1
CCOC(=O)C1=CN(CC)S(=O)(=O)NC1c1ccc2ccccc2c1 (stereo unspecified)	2	-4	-3	1	-4	1	2

The listing, from the first entry:
compound	Cneo AK release	C2C12 statin	SIRT5 inh	ARNT-TACC3 inh	miR-122 sensor	esBAF inh	ERp5 block
Cn1cnc2c1c(=O)n(Cc1ccccc1C#N)c(=O)n2C	-3	-12	7	-6	0	-7	1
CCOC(=O)C1=CN(CC)S(=O)(=O)NC1c1ccc2ccccc2c1 (stereo unspecified)	2	-4	-3	1	-4	1	2
O=C(c1ccc(-c2ccc(Cl)cc2)o1)N1CCN(c2ccc([N+](=O)[O-])cc2Cl)CC1	5	29	2	0	-14	-1	1
CC(C)(C)c1ccc(COC(=O)CNC(=O)CNC(=O)Cc2ccccc2)cc1	0	14	nt	-8	3	4	nt
O=C(C[C@@H]1C=C[C@@H](NC(=O)C2CC2)[C@@H](CO)O1)NC1CCC1	-1	-6	-2	nt	-2[16.7 µM]	0	-2
C/C(Cc1ccccc1)=N\NC(=O)C1CCCCC1	0	nt	nt	1	0	nt	nt
O=C(Nc1ncc(Cc2ccccc2Cl)s1)c1ccc(-c2cccc([N+](=O)[O-])c2)o1	1	-22	nt	-21	52	-2	nt
CC(=O)c1ccc(N=C2NC(=O)C(CO)(CO)S2)cc1	0	1	6	3	-3	-4	-1
CCOC(=O)c1[nH]ncc1CN1CCc2ccc(NC(=O)C3CCCO3)cc2C1 (stereo unspecified)	0	2	-1	nt	2	-7	2
Cc1oc(-c2ccccc2F)nc1CS(=O)(=O)CC(=O)NCCN1CCCC1	-2	4	-2	-9	-4	-5	-1
CN(Cc1cccs1)C(=O)COc1ccc(-c2nnco2)cc1	-1	nt	nt	-1	2	nt	nt
COc1cccc(-c2nc(S(=O)(=O)c3ccccc3)c(N3CCOCC3)o2)c1	0	25	1	-7	3	0	5
CCS(=O)(=O)c1ccc(O)c(NC(=O)Nc2ccc(C(C)(C)C)cc2)c1	0	-2	-1	-1	0	1	-1
COc1ccccc1C1=CC(=O)CC(C)(C)C1=O	12	-2	nt	-4	2	0	0
Cc1cccc(C(C)C)c1NC(=O)COC(=O)Cc1ccsc1	2	nt	-5	2	-10	nt	1
Cc1ccccc1C(=O)Nc1cccc(NC(=O)c2ccc(-c3ccc(Br)cc3)o2)c1	5	nt	nt	-5	-2	nt	nt
Oc1ccc(/C=N/Nc2ccc(C(F)(F)F)cn2)cc1	nt	nt	5	5	nt	nt	0
O=C(C[C@H]1CC[C@@H]2[C@H](COC[C@@H](O)CN2Cc2ccc(F)cc2)O1)NCCc1ccccc1	-1	16	-3	9	0[16.7 µM]	-5	3
COc1ccc(NCC(=O)N2CCCC2)cc1Cl	nt	nt	-3	-4	nt	nt	18
COc1cccc(-c2cnc(C(O)c3cc(C)ccc3C)[nH]2)c1 (stereo unspecified)	0	20	nt	nt	32	-6	-4
CCOC(=O)c1ccc(NC(=O)Nc2ccc3c4c(cccc24)C(=O)N3CC)cc1	0	12	1	2	2	-6	5
CCCC(C)C(=O)Nc1ccncc1 (stereo unspecified)	3	6	nt	0	1	-3	nt
COc1ccc(/C=N\NC(=O)c2ccccc2OC)cc1COc1ccccc1C	1	-14	-1	2	nt	2	-7
CSc1cc(N2CCOCC2)nc(-c2ccccc2Cl)n1	0	8	-1	-7	4	-8	-1
CC1CCN(CC(=O)Nc2cccc(Cl)c2)CC1	-1	5	1	-4	3	3	6
CCN(CC)S(=O)(=O)c1cc(NC(=O)CN2C(=O)NC3(CCCc4ccccc43)C2=O)ccc1C (stereo unspecified)	nt	nt	0	3	nt	nt	4
COc1ccc(S(=O)(=O)N2CCc3ccccc3C2)cc1	nt	nt	-6	-5	nt	nt	3
O=C(Cn1cnc2c(NC(=O)OCc3ccccc3)ncnc21)NCCN1CCOCC1	0	-10	4	-4	-3	-5	4
CCCC(=O)N1CCN(c2ccc(NC(=O)C(C)(C)C)cc2)CC1	-1	13	nt	0	nt	36	nt
O=C(CCl)N(CCCNC(=O)C(F)(F)F)c1ccc([N+](=O)[O-])cc1	9	nt	-5	-3	-17	nt	nt
C[C@@H]1CN([C@@H](C)CO)C(=O)c2cc(NS(=O)(=O)c3cccs3)ccc2O[C@@H]1CN(C)C	2	20	2	-8	2[16.7 µM]	-3	6
CO[C@@H]1CN(C)C(=O)c2cc(NC(=O)C3CCC3)ccc2OC[C@H](C)N(C)C[C@@H]1C	-1	0	1	0	nt	-8	2
COc1ccc(-c2ccc([C@H]3[C@H](C#N)N(C(=O)NC4CCCC4)[C@H]3CO)cc2)cc1	0	3	4	-5	nt	2	0
CC1=[N+]([O-])C(C)(C)N(O)C1(C)C	nt	nt	-2	10	nt	nt	1
CCOC(=O)N1CCN(C(=O)C2CCCN(c3nc4ccc(OCC)cc4s3)C2)CC1 (stereo unspecified)	-7	29	0	-3	0	6	0
COc1ccc(NC(=O)N(C)C[C@H]2OCc3cn(nn3)CCCC(=O)N([C@@H](C)CO)C[C@H]2C)c(OC)c1	nt	-1	nt	nt	-6[16.7 µM]	-2	nt
CO[C@H]1CN(C)C(=O)c2ccc(NC(C)=O)cc2OC[C@@H](C)N(C(=O)C2CCC2)C[C@H]1C	-6	6	3	-8	nt	3	-1
C[C@H]1CN([C@@H](C)CO)C(=O)c2cc(NS(=O)(=O)c3cn(C)cn3)ccc2O[C@H]1CN(C)C(=O)NC1CCCCC1	-3	-11	-4	-3	-2[16.7 µM]	0	6
O=C(C[C@H]1C[C@H]2c3cc(NC(=O)Nc4ccccc4F)ccc3O[C@H]2[C@H](CO)O1)NCc1ccc2c(c1)OCO2	22	9	0	-1	3[16.7 µM]	-4	0
CC(=O)Nc1sc2c(c1C(N)=O)CCCC2	nt	nt	nt	-11	-10	-10	nt
CO[C@@H]1CN(C)C(=O)c2ccc(NC(C)=O)cc2OC[C@H](C)N(Cc2cccnc2)C[C@H]1C	nt	7	nt	nt	-4[16.7 µM]	-2	nt
Cc1cccc(NC(=O)c2nc[nH]c2C(=O)NCCN(CCNC(=O)c2[nH]cnc2C(=O)Nc2cccc(C)c2)CCNC(=O)c2[nH]cnc2C(=O)Nc2cccc(C)c2)c1	3	4	-2	-1	0	-3	-2
C/C=C/c1ccc2c(c1)O[C@H](CN(C)C(=O)c1cccnc1)[C@@H](C)CN([C@H](C)CO)S2(=O)=O	-2	23	-6	-1	4[16.7 µM]	0	1
CCn1c(SCc2ccccc2)nc2cc(OC)c(OC)cc2c1=O	3	-2	nt	nt	9	0	5
O=C(COC(=O)c1cc(S(=O)(=O)N2CCCC2)ccc1O)NCc1ccccc1	-4	12	1	-9	4	-3	7
COc1ccc(NC(=O)CSc2ccc3nnc(-c4ccccn4)n3n2)c(OC)c1	2	6	-1	35	-6	3	-4
Cc1cccc2sc(NS(C)(=O)=O)nc12	nt	-3	-2	-6	-2	-3	?
O=[N+]([O-])c1cccc(-c2csc(CS(=O)(=O)Cc3ccco3)n2)c1	-3	nt	-3	nt	-7	nt	-6
C/C(CC(=O)N1CCN(C=O)CC1)=N\NC(=O)c1ccc([N+](=O)[O-])cc1	nt	nt	1	5	nt	nt	2
CN(CC1CCCN(CCc2ccc(Cl)cc2)C1)C(=O)C(=O)c1ccco1 (stereo unspecified)	1	3	-5	0	1	0	-7

Additional records follow:
compound	Cneo AK release	C2C12 statin	SIRT5 inh	ARNT-TACC3 inh	miR-122 sensor	esBAF inh	ERp5 block
O=C(NC(=O)c1ccc(C(F)(F)F)cc1)Nc1ccc(-c2cnco2)cc1	nt	nt	-1	2	nt	nt	-1
COc1ccc(S(=O)(=O)N2CCN(C)CC2)cc1NC(=O)c1ccccc1F	6	-14	-14	12	12	3	0
CCCN(C)C[C@@H]1Oc2cc(C3=CCCCC3)ccc2S(=O)(=O)N([C@@H](C)CO)C[C@@H]1C	2	-61	-6	1	-3[16.7 µM]	-5	-3
O=C(O)C[C@@H]1C[C@H]2c3cc(NC(=O)Nc4ccc(F)cc4)ccc3O[C@H]2[C@H](CO)O1	-18	-2	-5	-4	3[16.7 µM]	-3	-9
O=C(/C=C/Nc1ccccc1)c1ccccc1	4	4	nt	10	nt	5	nt
CCN(CC)S(=O)(=O)c1cccc(NC(=O)c2ccc(C#N)cc2)c1	nt	-2	-6	4	-1	3	3
COc1ccccc1Cc1nc(-c2ccc(Br)o2)no1	-2	14	0	nt	12	37	-3
CCCCCCN(C(=O)CCCN1C(=O)NC(c2ccc(-c3ccccc3)cc2)C(C(=O)OCc2ccccc2)=C1C)C(C)C(=O)NCCCC (stereo unspecified)	-2	5	-3	-2	nt	3	5
COc1ccccc1Cn1cccc1C=O	3	nt	-2	-3	nt	nt	3
CN1C(=O)c2cc(NC(=O)Nc3ccccc3F)ccc2OC[C@@H]2O[C@@H](CC(=O)NCc3ccc(-c4ccccc4)cc3)CC[C@H]21	-2	4	7	10	-48[16.7 µM]	-1	-2
CCCOc1ccc(C(CC(=O)O)NC(=O)Cc2ccccc2)cc1 (stereo unspecified)	0	7	-2	-1	-1	-7	-4
c1ccc(C(c2ccccc2)N2CCN(Cc3nnnn3C3CCCCC3)CC2)cc1	1	12	nt	-4	-12	-1	nt
COc1ccc(NC(=O)N(C)C[C@@H]2Oc3c(NC(=O)Nc4ccc5c(c4)OCO5)cccc3C(=O)N([C@H](C)CO)C[C@@H]2C)cc1	-2	3	1	1	-1[16.7 µM]	4	5
CCC1CCCCN1CCCNC(=O)c1ccc2c(=O)n(Cc3ccc(OC)cc3)c(=O)[nH]c2c1 (stereo unspecified)	0	-32	nt	6	-6	-1	nt
O=C(C[C@@H]1CC[C@@H]2[C@H](COC[C@H](O)CN2S(=O)(=O)c2cccc(Cl)c2)O1)NCc1ccc2c(c1)OCO2	0	23	3	7	-9[16.7 µM]	-10	1
CNC(=S)N(CCO)Cc1cc2cc3c(cc2[nH]c1=O)OCCO3	1	-4	-3	32	1	7	1
CCOC(=O)CNC(=O)c1sc(NC(=O)/C=C/c2ccccc2)nc1C	-1	-2	-1	0	0	6	3
COc1cc(S(=O)(=O)N2CCN(c3ccccc3)CC2)ccc1F	nt	nt	-1	-5	nt	nt	-1
O=C(NCc1nnnn1-c1ccc(F)cc1)c1ccc(S(=O)(=O)N2CCOCC2)cc1	-1	-24	nt	nt	-1	-3	-2
N#C[C@H]1N[C@@H](CO)[C@@H]1c1ccc(C2=CCCC2)cc1	-3	-18	-3	15	nt	-3	2
O=C(NC(NC(=S)Nc1ccccc1O)C(Cl)(Cl)Cl)c1ccco1 (stereo unspecified)	nt	nt	0	2	nt	nt	-5
Cc1cc(OCC(=O)Nc2ccccc2F)nc(C(C)C)n1	38	1	nt	-6	-1	-10	nt
CCCc1cc2c(=O)c(-c3ccc4c(c3)OCCO4)coc2cc1OC(=O)c1ccco1	-2	-43	nt	-8	3	81*	nt
Cc1nc2ccccn2c1C(=O)CSc1cccc(Cl)c1	nt	nt	1	1	nt	nt	1
Cc1ccsc1-c1nc(CN2CCN(C)C(=O)[C@@H]2C)c(C)o1	nt	nt	1	26	nt	nt	4
CCOC(=O)c1ccc(NC(=O)C2=C(C)Nc3nc(CCCO)nn3C2c2ccc(OC)cc2)cc1 (stereo unspecified)	1	-1	nt	1	4	8	nt
O=C(Cc1c(F)cccc1Cl)NNC(=O)c1ccccc1Cl	-2	1	-2	1	nt	-3	-2
Cc1ccc(S(=O)(=O)Nc2cc(C(=O)O)ccc2N2CCCCC2)cc1	nt	7	0	-5	5	-5	-6

Compound activity as filed in PubChem BioAssay.
